TTR transcr act = activators of transthyretin transcription | SH-SY5Y TTR promoter Gaussia luciferase, luminescence; 100% = recombinant luciferase protein wells | activation, % at 16.7 µM | 92,000 tested, 1.3% active | AID 1117267;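 active = activation above the mean of all tested compounds plus 3 SD, cut at about 9.5% in these data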;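 also: cells exposed to compounds for one day before reading; 0% = median of all test compound wells on the plate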
Active calls of the source: *. A portion of the library; the hit share may differ from the screen's.

TTR transcr act	SMILES
-1.7	CCN(CC)C(=S)SC1CCCCN(C(=O)c2ccccc2)C1=O (stereo not given)
4.0	O=[N+]([O-])c1ccccc1CN1CCN(S(=O)(=O)c2ccccc2)CC1
3.6	CCOc1ccc(C(=O)CSc2nnc3ccccn23)cc1
-1.3	Cc1ccc(C(CC(=O)O)Nc2nc(N3CCCCC3)nc(N3CCCCC3)n2)cc1 (stereo not given)
-1.1	O=C(NC1(C(F)(F)F)NC(=O)N(c2ccccc2F)C1=O)c1ccncc1 (stereo not given)
-2.3	CN1C(C(=O)NCc2ccco2)=CC(c2ccc(F)cc2)=NS1(=O)=O
-1.2	O=C(N/N=C1/CCS(=O)(=O)c2ccc(F)cc21)c1ccccn1
0.5	OC(COc1cccc2ccccc12)CN1CCN(c2ccccn2)CC1 (stereo not given)
3.5	C=CCn1c(=O)c2ccccc2n2c(SCc3cc(=O)n4ccsc4n3)nnc12
1.0	O=C(CCCn1c(=O)[nH]c2ccc(Br)cc2c1=O)NCc1ccc(Cl)cc1
4.4	Cc1csc2c(NCCCN3CCOCC3)ncnc12
-1.6	CCCc1c(-c2cccc(Cl)c2)ncn1Cc1ccccc1OC
-1.4	Cc1c(C(=O)NCc2cccnc2)oc2ccc(S(=O)(=O)N3CCCC(C)C3)cc12 (stereo not given)
2.4	CCCC(c1nnnn1CS(=O)(=O)c1ccc(C)cc1)N1CCN(c2ccccc2)CC1 (stereo not given)
-1.0	CC(NC(=O)Cn1cnc2c1c(=O)n(C)c(=O)n2C)c1ccccc1 (stereo not given)
1.7	CCOc1ccc(-c2nnn(CCC(=O)O)n2)cc1OC
-1.3	CN(CC(=O)NCCc1ccc(Cl)cc1)S(=O)(=O)c1ccc2c(c1)c(=O)n(C)c(=O)n2C
0.9	Cc1ccccc1-n1c(=O)[nH]c(=O)c2c(N)c(C(=O)c3ccc(Cl)cc3)sc21
2.1	C=CCc1cccc2cc(C(=O)N(CC)CC)c(=O)oc12
-0.9	COC(=O)[C@]12C[C@H](CC(=O)N3CCSCC3)C(=O)N(Cc3ccc(Cl)cc3Cl)C1=C[C@H](C1CCCC1)O[C@@H]2C
1.6	Cc1noc(C)c1CSc1nnc2scc(-c3ccc(Cl)cc3)n12
-0.3	O=C(O)C(Cc1ccnc2ccccc12)=NO
-0.2	COc1ccc(CN2CCCCCC2)c(C)c1C
0.5	COc1ccc(NS(=O)(=O)c2ccc(-c3ccccn3)s2)cc1
2.0	CCOC(=O)C1(CC2CCCCO2)CCN(Cc2nc3ccccc3[nH]2)CC1 (stereo not given)
10*	CC(=O)C1CCC2C3CCC4CC(=O)CCC4(C)C3C(O)CC12C (stereo not given)
0.6	CC1=C(C(=O)N2CCOCC2)CC(CC(=O)NC2CCCC2)C(=O)N1Cc1ccc(C(C)(C)C)cc1 (stereo not given)
-2.5	Cc1ccc(CN2CC(C(=O)N3CCN(c4ccccc4Cl)CC3)CC2=O)cc1 (stereo not given)
0.8	CNC(=O)Nc1ccccc1NC(=O)NC
-1.0	Cc1ccc(S(=O)(=O)N2C[C@H]3[C@H]4C(=O)N(c5ccccc5)C(=O)[C@H]4C[C@H](OC(=O)NC4CCCC4)[C@@]3(O)C2)cc1
0.8	COC(=O)[C@]12C[C@H](CC(=O)N3CCSCC3)C(=O)N(Cc3ccc(Cl)cc3Cl)C1=C[C@H](C(C)C)O[C@@H]2C1CC1
-1.2	COc1ccc(CNC(=O)COC(=O)c2cc(S(=O)(=O)N3CCOCC3)ccc2O)cc1OC
2.2	CC1C/C(=N/N=C2/NC(=O)CS2)CC(C)(C)C1 (stereo not given)
0.2	COC(=O)c1sc(C(F)(F)F)c(-c2ccccc2)c1S(=O)(=O)NC(C)(C)C
0.9	O=C(NCC(=O)N(c1ccccc1F)C(C(=O)NCC1CCCO1)c1ccccc1)c1ccco1 (stereo not given)
0.5	COc1cccc(NC(=S)N2CCn3c(nc4ccccc43)C2)c1
-2.0	O=C(N/N=C/c1ccncc1)c1ccc(OCc2ccccc2)cc1
-0.8	Cc1ccc(-c2ccc(CN3C(CC(C)C)C(=O)N(Cc4cn(CCC5OCCCO5)nn4)CCS3(=O)=O)cc2)cc1 (stereo not given)
-0.1	O=C(CSc1ccc(-c2ccc(F)cc2)nn1)NCCc1ccccc1
3.8	O=C(O)Cn1nc(-c2ccccc2)oc1=O
-2.6	O=C(Oc1ccccc1Cl)c1ccc(-n2cncn2)nc1
0.0	CCn1cc(C(=O)OCC(=O)c2ccc(Cl)cc2)c(=O)c2ccc(C)nc21
-4.9	O=C(Nc1cccc(Cl)c1)c1ccc2sc([C@H]3C[C@H](O)[C@@H](CO)O3)nc2c1
-1.2	CCOc1ccc(NC(=O)c2cc(OC)nc3ccccc23)cc1
1.4	O=C(c1cccc(F)c1)n1ccc2ccc(-c3ccc4ccn(Cc5ccccc5)c4c3)cc21
0.9	c1ccc(-c2noc(-c3ccc4c(c3)OCO4)n2)cc1
-1.0	N#Cc1nc(COc2cccc(Cl)c2)oc1NCc1ccncc1
-1.6	COc1ccc(CN2CCN(Cc3cccc(Oc4ccccc4)c3)CC2)c(OC)c1OC
0.2	OCCNC(=S)Nc1ccc2c(c1)OCCO2
6.6	CCNC(=S)Nc1cc(OCC)c(N2CCOCC2)cc1OCC
7.7	O=S(=O)(c1ccc2ccccc2c1)N1CCN(C(=S)Nc2ccc(F)c(Cl)c2)CC1
17*	COC(=O)[C@@]12CCCCN1[C@H](c1ccc(SC3CCCCC3)cc1)[C@@H]1C(=O)N(C)C(=O)[C@@H]12
-0.6	O=C(CN(Cc1ccccc1)C1=NCCS1)c1ccc(Cl)cc1
-0.1	Cc1nc2oc3c(NCC4CCCO4)ncnc3c2c2c1COC(C)(C)C2 (stereo not given)
0.7	Cn1cccc1/C=C1\SC(=S)N(NC(=O)c2ccc(Cl)cc2)C1=O
6.1	Cc1cccc(NC(=O)CSc2nnc(NC(=O)CN3CCCCC3)s2)c1

New compounds follow:
TTR transcr act	SMILES
-0.9	COCCCNc1nc2ccccc2nc1NS(=O)(=O)c1cccc(Cl)c1
2.1	CSc1nncc(-c2ccccc2)n1
-0.8	O=C(CCn1c(=O)oc2ccccc21)N1CCN(c2ccccc2F)CC1
-0.8	O=C(NC1CCCCCC1)c1[nH]c(C(F)(F)F)nc1-c1ccccc1
1.2	Cc1cc(-c2ccco2)n(CC(=O)NCCN(C)C)n1
0.0	CC(=O)Nc1ccc(C=CC=Cc2cccc([N+](=O)[O-])c2)cc1
0.4	O=C(N=Nc1c(O)[nH]c2ccc(Br)cc12)c1cc(-c2cccc3ccccc23)n[nH]1
-0.2	CC(=C/c1ccc(C(C)C)cc1)/C=N/NC(=O)Cn1nnnc1N

Some of these compounds in order of their number in TTR transcr act, low to high:
TTR transcr act	SMILES
0.4	O=C(N=Nc1c(O)[nH]c2ccc(Br)cc12)c1cc(-c2cccc3ccccc23)n[nH]1
1.2	Cc1cc(-c2ccco2)n(CC(=O)NCCN(C)C)n1
2.1	CSc1nncc(-c2ccccc2)n1

Next part.
TTR transcr act	SMILES
1.8	Cc1cc(C)n2ncc(/C(N)=N/OC(=O)Nc3ccccc3)c2n1
0.4	COc1ccc(C(=O)NNC(=O)COC(=O)c2sccc2C)cc1
-1.3	Cc1ccc(C(=O)NCC(=O)N(C)CC(=O)Nc2ccccc2Br)s1
-1.8	Nc1nc(Nc2ccccc2)nc(NCc2ccccc2)c1[N+](=O)[O-]
-3.1	N#CC1=C(N)Oc2cc(O)ccc2C1C1CCCCC1 (stereo not given)
1.4	Cc1cccc(C2c3[nH]c4ccccc4c3CCN2C(=O)c2noc3c2CCCC3)n1 (stereo not given)
1.3	CC/C(=N\NC(=O)c1nnn(-c2nonc2N)c1-c1ccc2c(c1)OCO2)c1ccccc1
0.9	CCCCCc1cc(OC)cc2c1C(=O)OC(C)(C)O2
4.1	Cc1cccc2sc(NC(=O)c3cc(S(=O)(=O)N(C)C)ccc3N3CCCC3)nc12
-0.6	COC(=O)c1sccc1NC(=O)CC1C(=O)NCCN1C(=O)c1ccc(C)c(C)c1 (stereo not given)
0.3	CCOc1cc(NC(=S)NC)c(OCC)cc1NC(=O)c1cccs1
-6.8	O=C1/C(=C\c2ccc(Cl)c(Cl)c2)CN(C(=O)CCN2CCOCC2)C/C1=C/c1ccc(Cl)c(Cl)c1
0.1	O=C(CN1CCOCC1)NNC(=O)c1ccc(Cl)cc1
-1.0	CCCN(CC(=O)Nc1ccccc1C)C(=O)c1ccc(-c2ccc([N+](=O)[O-])cc2)o1
1.8	Cc1ccc(NC2c3ncccc3C(=O)N2Cc2cccs2)cc1 (stereo not given)
0.7	CCc1c(C)nc(N)n2c(SCC(=O)N3CCCc4ccccc43)nnc12
2.2	Cc1cnc(NC(=O)CSCc2c(C)noc2C)s1
-2.1	CCN1CCN(CC(=O)N2N=C(c3cccs3)CC2c2ccc(C)cc2)C(=O)C1=O (stereo not given)
-6.2	CCOC(=O)c1cnc(-n2nc(C)cc2C)nc1NC1CCCC1
-1.0	CCCc1[nH]nc2c1C(C1CCCCC1)C(C#N)=C(N)O2 (stereo not given)
1.7	CN1CCN(C2Cc3ccc(F)cc3Sc3cc(F)c(Cl)cc32)CC1 (stereo not given)
0.9	CC1(C(=O)OCC(=O)N2c3ccccc3Sc3ccccc32)CC1(Cl)Cl (stereo not given)
-1.9	O=C(CCN1CCOCC1)c1ccc(Cl)cc1
0.4	O=C(Nn1cnnc1)c1cccc(S(=O)(=O)N2CCOCC2)c1

Copied from the list:
`CN1CCN(C2Cc3ccc(F)cc3Sc3cc(F)c(Cl)cc32)CC1` (stereo not given) in TTR transcr act: 1.7
`CCN1CCN(CC(=O)N2N=C(c3cccs3)CC2c2ccc(C)cc2)C(=O)C1=O` (stereo not given) in TTR transcr act: -2.1
`Cc1cnc(NC(=O)CSCc2c(C)noc2C)s1` in TTR transcr act: 2.2
`O=C(CCN1CCOCC1)c1ccc(Cl)cc1` in TTR transcr act: -1.9
`CCCc1[nH]nc2c1C(C1CCCCC1)C(C#N)=C(N)O2` (stereo not given) in TTR transcr act: -1.0
`O=C(Nn1cnnc1)c1cccc(S(=O)(=O)N2CCOCC2)c1` in TTR transcr act: 0.4
`CCOC(=O)c1cnc(-n2nc(C)cc2C)nc1NC1CCCC1` in TTR transcr act: -6.2

More compounds
TTR transcr act	SMILES
4.0	O=C1NN=C2CCCCCCC12 (stereo not given)
2.8	CCOC(=O)c1c(CN2CCOCC2)n(C)c2cc(Br)c(O)c(CN(C)C)c12
0.8	COc1cccc(N(CC(=O)NCCSc2ccccc2)S(C)(=O)=O)c1
-0.3	O[C@H]1C[C@H](c2ccc(Cl)cc2)N(CC2CCCCC2)C[C@@H]1n1cc(C2CC2)nn1
-0.5	CCOc1ccc(NS(=O)(=O)c2ccc(C(=O)N(C)Cc3cccc(OC)c3OC)cc2)cc1
-0.3	Cc1cc2c(N=NC(=O)C3CC3c3ccccc3)c(O)[nH]c2cc1Br (stereo not given)
-3.1	O=C(CS(=O)(=O)c1cn(Cc2ccc(F)cc2)c2ccccc12)N1CCCCC1
-2.2	Cn1c(Cc2csc(N)n2)nnc1SCC(=O)NC1CCCCC1
2.7	O=C(c1ccc(S(=O)(=O)N2CCOCC2)cc1)N1CCN(c2ccccc2F)CC1
-1.8	O=C(Cn1c(C(=O)N2CCN(C3CCCCC3)CC2)cc2sccc21)c1ccccc1
0.5	Cc1nc(Cl)sc1C(=O)Nc1ccccc1
0.7	O=C(NCc1ccccc1Cl)NC(=O)c1csc([N+](=O)[O-])c1
-1.9	COc1ccc(C2C(=O)N(CCc3ccccc3)CC(=O)N2C2CCCC2)cc1 (stereo not given)
0.5	CCN(c1ccc(OC)cc1)S(=O)(=O)c1nnc(NC(=O)COc2ccccc2)s1
3.3	Nn1c(SCC(=O)NC2CCS(=O)(=O)C2)nc2scc(-c3ccccc3)c2c1=O (stereo not given)
-0.2	O=C(Nc1ccon1)c1cnc2sccn2c1=O
3.0	COc1ccc(C(=O)NC(=S)NCc2ccco2)cc1
-0.5	Cc1cc(OCC(=O)Nc2sc3c(c2C#N)CC(C)(C)NC3(C)C)c(C(C)C)cc1Cl
5.1	O=C(OCCN1CCN(c2ncc(C(F)(F)F)cc2Cl)CC1)c1ccc(F)cc1
2.7	CC(C)Nc1nc(NCCO)nc2ccccc12
2.2	COc1ccc(C2=NOC(C)(c3nnc(Cc4ccccc4)o3)C2)cc1 (stereo not given)
-0.4	COc1cccc(C(=O)OC2CCCN(C)C2)c1 (stereo not given)
-0.9	CC1CCN(C(=S)NC(=O)c2ccc(F)cc2)CC1
-2.4	O=C(OCCN1C(=O)c2ccccc2C1=O)C1CC(O)CN1S(=O)(=O)c1ccc(Cl)cc1 (stereo not given)

TTR transcr act: hit marks shown above
TTR transcr act	SMILES
10*	CC(=O)C1CCC2C3CCC4CC(=O)CCC4(C)C3C(O)CC12C (stereo not given)
17*	COC(=O)[C@@]12CCCCN1[C@H](c1ccc(SC3CCCCC3)cc1)[C@@H]1C(=O)N(C)C(=O)[C@@H]12

(continued)
TTR transcr act	SMILES
0.7	COc1cc(CO)ccc1Oc1nc2ccccc2n2cnnc12
4.7	COc1ccccc1Nc1nc(N)nc(CSC(=S)N2CCOCC2)n1
0.7	CN(C)C=Nc1ccc([N+](=O)[O-])c2ccccc12
-0.9	O=C(/C=C/c1ccc(O)c(O)c1)c1ccc(S(=O)(=O)N2CCCCCC2)cc1
-0.4	Cc1ccc(-c2nn[nH]n2)cc1Cl
0.8	Cc1cc(/C=C(\C#N)C(=O)Nc2ccccc2F)c(C)[nH]1
-1.0	NC(=O)c1nn(-c2ccc(Cl)cc2Cl)c(=O)cc1O
-1.0	CC(=O)c1ccc(Nc2c3c(nc4ccccc24)CCCC3)cc1
-0.1	COc1ccccc1-n1c(-c2cn(C)nc2C)n[nH]c1=S
-0.8	CC(=O)Nc1ccc(-c2ccnc3c2CC(C(=O)Nc2ccc4c(c2)OCO4)O3)cc1 (stereo not given)
-2.0	CN1CCCN(S(=O)(=O)c2cccc(C(F)(F)F)c2)c2nc3ccccc3nc21

Source: PubChem
